# Compound activity from PubChem.
# MC4R barr agon = activates human MC4R beta-arrestin recruitment | P32245 | U2OS MC4R beta-arrestin complementation, luminescence; percent of melanotan II response, DMSO zero | activation, % at 8.9 µM | 360,000 tested, 0.98% active | AID 540308;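 active = activation above a per-plate cutoff, the mean activation of sample wells on that plate plus 3 SD, cut at about 8% in these data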
# Target sequence (P32245 whole entry, looked up): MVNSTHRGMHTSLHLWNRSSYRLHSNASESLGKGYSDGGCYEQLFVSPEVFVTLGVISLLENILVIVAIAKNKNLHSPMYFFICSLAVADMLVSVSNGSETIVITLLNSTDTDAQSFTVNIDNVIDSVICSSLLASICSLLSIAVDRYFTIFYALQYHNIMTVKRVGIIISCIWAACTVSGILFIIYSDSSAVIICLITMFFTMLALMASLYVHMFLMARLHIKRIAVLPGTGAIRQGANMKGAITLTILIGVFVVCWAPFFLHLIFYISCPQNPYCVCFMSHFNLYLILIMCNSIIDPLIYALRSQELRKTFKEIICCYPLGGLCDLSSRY
# Exocytosis inh = lytic granule exocytosis inhibition. AID 651702. inhibition, % at 10 µM. TALL-104 LAMP-1 surface exposure, flow cytometry; cells stimulated with thapsigargin and PMA. 360,000 tested, 0.66% active;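 active = inhibition above about 55%, limit read from the data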
# PDI inh = inhibitors of human protein disulfide isomerase. 350,000 tested, 0.052% active. P07237. inhibition, % at 10 µM. PDI insulin aggregation turbidity, A650, 90 min;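 active = mean inhibition across replicates of 30% or more, whatever share of single replicates reach that level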;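 note: absorbance from insulin aggregation driven by PDI reduction with DTT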
# H9c2 protect = modulators protecting cardiomyocytes from myocardial damage | protection from H2O2 cell death, % at 20 µM | H9c2 cardiomyocytes, H2O2 injury protection, ATPLite, 2 h | 360,000 tested, 0.63% active;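 active = compounds giving at least 50% protection of heart cells from peroxide-induced death in the single-dose screen, raw or plate-pattern-corrected value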;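 note: 0% = DMSO wells with peroxide and 100% = DMSO wells without peroxide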
# ABHD5-PLIN5 inh = blocks binding of human ABHD5 to perilipin-5. Q00G26+Q8WTS1. Split G. princeps luciferase complementation, luminescence, 4 h. inhibition, % at 4 µM. 360,000 tested, 0.78% active. AID 602281;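 active = inhibition above the mean inhibition across every tested compound plus 3 SD, cut at about 22% in these data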;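 note: 0% = DMSO only wells and the 100% control is not disclosed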
# MC4R antag cAMP = blocks human MC4R cAMP signaling | P32245 | MC4R-expressing cells, MTII-stimulated cAMP, LANCE TR-FRET | inhibition, % at 6.5 µM | 360,000 tested, 0.48% active | AID 540295;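 active = inhibition above its plate's cutoff, the mean of tested wells on that plate plus 3 SD, cut at about 29% in these data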;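 note: 0% = Melanotan II alone and 100% = Melanotan II plus saturating MCL0020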
#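 System: U2OS cells stably expressing human melanocortin 4 receptor (MC4R). Reagent: Melanotan II challenge after compound preincubation. Doses: 6.5 µM. Times: 30-min compound, 1-h challenge, 1-h detection, room temperature. Measured by: TR-FRET with Eu-cAMP and labeled anti-cAMP, 671 nm. Replicates: singlicate.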
# N-glyco inh = blocks N-linked glycosylation in D54 reporter cells; D54 ERlucT glycosylation luciferase reporter, 24 h; percent of 100 nM tunicamycin response; reporter increase, % at 12.5 µM; 360,000 tested, 0.23% active;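 active = mean luciferase reporter signal, scaled so untreated is 0 and the glycosylation-blocking control 100, at or above a set limit in every replicate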;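 note: luciferase carries N-glycosylation sites so blocking glycosylation raises the light; 0% = median of neutral control wells and 100% = median of 100 nM tunicamycin wells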
# CaV13 ICDI inh = Primary screen for inhibitors of IQ motif and Ca2+-dependent inactivation inhibitor domain binding in CACNA1D, Förster resonance energy transfer in living cells, … | inhibition, % at 12.3 µM | 340,000 tested, 0.098% active | AID 743397 | HEK cells, CFP/YFP FRET ICDI-IQ, plate reader, 10 min; percent FRET-ratio fall versus neutral wells;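 active = mean replicate inhibition of at least 30% and at least 1% of replicates passing that level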;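 note: 0% = median of the neutral control wells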
# HTR2A ag = activates the mouse 5-HT2A serotonin receptor. CHO-K1 mHTR2A beta-arrestin complementation, luminescence; percent of 30 µM serotonin response. 360,000 tested, 0.66% active. activation, % at 7.6 µM. P35363;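 active = activation above a run cutoff, the mean activation of all tested compounds plus 3 SD, cut at about 14% in these data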;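 note: 0% = plate median of compound wells and 100% = 30 µM serotonin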
# Target sequence (P35363 whole entry, looked up): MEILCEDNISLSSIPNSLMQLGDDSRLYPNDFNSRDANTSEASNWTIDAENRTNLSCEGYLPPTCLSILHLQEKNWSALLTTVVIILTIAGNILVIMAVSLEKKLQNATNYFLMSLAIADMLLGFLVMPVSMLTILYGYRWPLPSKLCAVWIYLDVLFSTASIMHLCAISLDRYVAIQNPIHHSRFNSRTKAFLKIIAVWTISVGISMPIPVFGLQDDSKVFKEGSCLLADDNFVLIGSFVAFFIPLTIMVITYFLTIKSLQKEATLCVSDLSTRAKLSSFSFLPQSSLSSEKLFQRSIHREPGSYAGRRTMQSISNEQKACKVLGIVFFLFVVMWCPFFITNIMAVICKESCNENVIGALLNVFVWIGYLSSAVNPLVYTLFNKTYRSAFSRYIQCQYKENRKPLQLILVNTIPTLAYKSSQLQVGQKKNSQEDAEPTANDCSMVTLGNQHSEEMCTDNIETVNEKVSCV
# ABCB6 inh MLPCN = human ABCB6 transporter inhibition; K562-ABCB6 porphyrin accumulation, flow cytometry, 1 h; stronger effect = lower value; fluorescence ratio to DMSO, % at 10 µM; 360,000 tested, 0.19% active; AID 602162;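 active = fluorescence ratio to DMSO below 75%, the collection mean minus 3 SD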;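 note: signal is porphyrin accumulated inside mitochondria; 100% equals median channel fluorescence of DMSO control wells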
# Numbers without * were called inactive; . = no result given.
SMILES,MC4R barr agon,Exocytosis inh,PDI inh,H9c2 protect,ABHD5-PLIN5 inh,MC4R antag cAMP,N-glyco inh,CaV13 ICDI inh,HTR2A ag,ABCB6 inh MLPCN
Nc1nc(N2C(=O)C3CC=CCC3C2=O)nn1-c1ccccc1 (centres undefined),1.4,-2,-2,-6,-7,12,2,.,-6,103
O=C(Nc1ccccc1Br)C1CC(=O)N(c2ccc3c(c2)OCCO3)C1 (centres undefined),-0.8,2,-4,9,-7,2,1,-2,3,101
CCc1c(C)[nH]c2ccc(OC)cc2c1=S,-4.7,0,-6,3,-5,-5,2,-6,-2,108
N#C/C(=C\c1cccnc1)C(=O)Nc1ccc(O)cc1F,0.3,-3,5,7,-5,1,5,-5,0,97
O=C1NC[C@H](Cc2ccc(O)cc2)N(CCc2cccc3ccccc23)C1=O,1.1,-4,22,8,3,-3,0,-10,3,99
O=C(Cn1ccnc1[N+](=O)[O-])NCc1ccccc1,0.2,-1,-2,14,3,4,-1,-5,-1,104
C/C=C/c1ccc(OCC(=O)OCc2csc(CC(=O)Nc3ccccc3C)n2)c(OC)c1,-0.5,23,9,-1,-2,3,2,-6,5,92
OCCNC(=S)Nc1ccc2c(c1)OCCO2,1.1,-1,5,7,6,0,3,-5,0,93
COc1ccccc1N(CC(=O)NC1CCCC1)C(=O)C1(C)CC(=O)N=C2C=CC(C)=CN21 (centres undefined),-1.9,-4,1,5,-4,-4,0,-7,1,97
CCOc1ccc(C(=O)CCNC(Cc2cnc[nH]2)C(=O)O)cc1 (centres undefined),-1.6,2,-1,1,0,11,0,-9,-4,90
Cc1ccc(S(=O)(=O)N2[C@@H](Cc3ccccc3)CO[C@H]2CC(=O)c2cccs2)cc1,.,14,.,.,6,.,.,-10,-3,.
COc1cccc(CNC(=O)C2CCCN(c3ncnc4c3nc3n4CCCCC3)C2)c1 (centres undefined),-0.8,6,-2,2,-3,4,0,-2,-2,95
O=C(Nc1ccc(-c2nc3ccccc3o2)cc1)c1ccc2c(c1)OCO2,20*,-1,1,-20,5,30*,12,-8,1,95
Cc1nc2ccccn2c1C(=O)NN=C1CCN(C)CC1,-1.8,2,4,0,0,1,3,-3,0,98
Cc1ccc(-n2c(C)nnc2SCC(=O)N2CCOCC2)cc1,-1.5,-2,3,5,1,-2,1,-6,-4,96
CC(=O)c1ccc(OCc2cc(C(=O)N(C)Cc3ccon3)no2)cc1,-3.4,-1,10,-3,-5,1,1,-7,-8,96
COc1ccc(-n2c(C)c(C(C)=O)c3cc(OC(C)=O)ccc32)cc1,-1.2,-7,-2,53*,3,4,-16,0,2,93
COc1ccc(-c2cc(C(=O)NC3CCCCC3)no2)cc1OC,0.3,-13,-44,0,3,1,0,-2,-7,98
CC1CCCCN1CCCNC(=O)c1ccc2c(=O)n(CCc3ccccc3)c(=O)[nH]c2c1 (centres undefined),-1.4,0,2,6,1,6,1,-4,-1,92
Clc1ccc(-c2nnc(CSc3nnc(-c4cccs4)n3Cc3ccccc3)o2)cc1,1.4,2,2,-22,5,15,-5,-3,0,92
Cc1nsc2c1ccc1ccccc12,0.9,1,-1,-1,-10,-1,2,5,-2,91
CC[C@H](C)[C@@H](CNC)NC[C@@H](Cc1ccc(O)cc1)NCC(C)(C)C,0.1,7,10,0,5,9,-4,13,4,100
O=C(COC(=O)c1ccc(S(=O)(=O)N2CCCC2)cc1)Nc1cccnc1Cl,-1.0,10,1,-3,-4,18,0,-4,0,101
COc1ccc2cc(CN(CCc3ccccc3)Cc3nnnn3CC3CCCO3)c(=O)[nH]c2c1 (centres undefined),0.5,-7,-4,0,-28,-1,-1,-5,-2,102
CC(C)OC(=O)CN1CCN(c2ccc(Cl)cc2)CC1,-0.5,14,0,-2,-3,9,1,-5,2,94

# The list continues.
SMILES,MC4R barr agon,Exocytosis inh,PDI inh,H9c2 protect,ABHD5-PLIN5 inh,MC4R antag cAMP,N-glyco inh,CaV13 ICDI inh,HTR2A ag,ABCB6 inh MLPCN
COc1ccc(CC(N)c2csc(Nc3cc(NCc4ccco4)ncn3)n2)cc1 (centres undefined),1.0,9,-2,6,8,-5,-3,-3,-1,95
CC(NS(=O)(=O)c1ccc(Cl)cc1)C(=O)Nc1ccc2c(c1)OCCO2 (centres undefined),-1.5,-11,-4,2,-1,23,4,-4,-7,101
O=C(CCSCc1ccccc1F)NCc1ccc(F)cc1,-1.6,-5,-4,-4,-117,1,1,-18,-6,98
COc1ccc(S(=O)(=O)N2CCC(C(=O)NCCOc3ccccc3F)CC2)cc1OC,0.7,-3,11,-6,4,4,3,-6,5,103
O=S(=O)(c1cccc2ccccc12)N1CCC2CC1c1cc(Cl)ccc12 (centres undefined),-0.4,0,-3,-20,-9,21,-3,-9,-6,99
O=C(Nc1ncccn1)C1=C(O)c2ccccc2S(=O)(=O)N1Cc1ccccc1,-1.1,0,-5,-1,1,9,1,-20,14,101
CCCC(=O)Nn1cnc2c(c1=O)C1(CCCCC1)Cc1ccccc1-2,-0.8,1,5,12,-8,6,0,-5,2,91
COc1ccc(CC(=O)Nc2ccc(C)c(S(=O)(=O)N3CCCCCC3)c2)cc1,-2.0,-15,15,-5,-14,5,0,-8,-2,96
O=c1[nH]c2ccc(Cl)cc2c(=O)n1Cc1ccco1,-2.3,-3,-5,-10,0,8,1,-4,-5,96
O=C(CSc1nc2ccccc2[nH]1)NC1CCCC1,-1.5,-2,-2,-3,4,0,2,-17,-1,97
NC(=O)c1ccc(C(F)(F)F)n(Cc2c(Cl)cccc2Cl)c1=O,1.9,3,-5,-7,-9,-10,-6,-5,1,92
COC(=O)C(Cc1ccccc1)NC(=O)CNC(=O)c1sc2ccccc2c1Cl (centres undefined),0.1,21,0,1,2,6,-2,-5,-2,104
O=C1CCN(Cc2ccccc2)C(=O)N1,-0.8,1,-1,6,3,0,2,-10,0,96
CC(=O)Nc1ccc(NC(=O)CSC2=NS(=O)(=O)c3ccccc3N2)cc1,0.8,-3,-15,4,-1,-3,1,-6,-2,99
CCOC(=O)c1ccc(NC(=S)NNC(=O)COC)cc1,-1.8,0,-4,0,-4,8,2,-3,3,104
Cc1[nH]n(-c2ccccc2)c(=O)c1N=Nc1nccs1,-1.4,1,-10,9,-4,2,0,-5,1,97
COc1ccc(C(=O)CC(=O)C(=O)Nc2ccccc2)cc1,1.1,-6,0,10,-1,15,1,-19,-6,100
COc1ccc(CCNC(=O)c2cc(-c3cc(C)cc(C)c3O)n[nH]2)cc1OC,0.3,4,-5,14,-1,23,-4,1,-2,104
COc1ccccc1N1CCN(S(=O)(=O)Cc2ccccc2Cl)CC1,-1.1,0,4,9,-2,0,2,.,-1,97
O=c1c2ccccc2nc2n1CCCS2,-1.3,-4,3,-2,5,8,2,-9,5,96
Cc1ccc(C(=O)NCCCNC(=O)COc2ccccc2Cl)cn1,0.0,13,16,-1,4,2,0,-2,0,94
COc1cc(/C=C/C(=O)OCC(=O)Nc2ccc(Cl)cn2)ccc1O,2.0,-4,-5,7,9,-1,2,-14,5,98
COc1ccccc1NC(=O)CSc1sc2c(O)cc(=O)[nH]c2c1C#N,-0.8,2,6,2,-4,3,0,-3,2,98
CC(C)(C)c1ccc(CC(=O)N2CCC2(C)C(=O)NCc2cccc3ccccc23)cc1 (centres undefined),0.9,8,-4,-13,13,8,-3,-4,-3,102
COC(=O)c1sc(N)c(C(=O)OC)c1COC(=O)CNS(=O)(=O)c1ccc(C)cc1,-0.6,-5,-4,3,7,7,-2,-6,-6,102
Cc1ncc(CO)c2c1OC(C)(C)OC2,-0.3,-4,-4,19,7,8,0,-5,0,100
CCCCCCCCN1C(=O)N(C)C(N(O)C(=O)NC)C1(C)C (centres undefined),-1.0,3,3,5,-4,4,-2,.,-2,94
CC1(c2ccc(Cl)cc2)NC(=O)N(CC(=O)NCc2ccc(F)cc2)C1=O (centres undefined),-1.3,5,10,-1,5,-6,-1,-4,3,93
Cc1cc(C)c(S(=O)(=O)NCCOc2ccccc2)c(C)c1-n1cnnn1,-3.8,8,-1,1,4,4,0,-6,3,99
Cn1nccc1-c1coc2c(C(=O)NCC3CCOCC3)cccc12,-0.5,3,11,-4,8,5,-1,-5,1,107

# Molecules shown so far with an NH in an aromatic ring, in the order listed:
SMILES,MC4R barr agon,Exocytosis inh,PDI inh,H9c2 protect,ABHD5-PLIN5 inh,MC4R antag cAMP,N-glyco inh,CaV13 ICDI inh,HTR2A ag,ABCB6 inh MLPCN
CCc1c(C)[nH]c2ccc(OC)cc2c1=S,-4.7,0,-6,3,-5,-5,2,-6,-2,108
CCOc1ccc(C(=O)CCNC(Cc2cnc[nH]2)C(=O)O)cc1 (centres undefined),-1.6,2,-1,1,0,11,0,-9,-4,90
CC1CCCCN1CCCNC(=O)c1ccc2c(=O)n(CCc3ccccc3)c(=O)[nH]c2c1 (centres undefined),-1.4,0,2,6,1,6,1,-4,-1,92
COc1ccc2cc(CN(CCc3ccccc3)Cc3nnnn3CC3CCCO3)c(=O)[nH]c2c1 (centres undefined),0.5,-7,-4,0,-28,-1,-1,-5,-2,102
O=c1[nH]c2ccc(Cl)cc2c(=O)n1Cc1ccco1,-2.3,-3,-5,-10,0,8,1,-4,-5,96
O=C(CSc1nc2ccccc2[nH]1)NC1CCCC1,-1.5,-2,-2,-3,4,0,2,-17,-1,97
Cc1[nH]n(-c2ccccc2)c(=O)c1N=Nc1nccs1,-1.4,1,-10,9,-4,2,0,-5,1,97
COc1ccc(CCNC(=O)c2cc(-c3cc(C)cc(C)c3O)n[nH]2)cc1OC,0.3,4,-5,14,-1,23,-4,1,-2,104
COc1ccccc1NC(=O)CSc1sc2c(O)cc(=O)[nH]c2c1C#N,-0.8,2,6,2,-4,3,0,-3,2,98

# Quoted from the listing:
# MC4R antag cAMP, O=C(Nc1ncccn1)C1=C(O)c2ccccc2S(=O)(=O)N1Cc1ccccc1 → 9
# N-glyco inh, COc1ccc(C(=O)CC(=O)C(=O)Nc2ccccc2)cc1 → 1
